# Compound activity from PubChem BioAssay.
# USP2a block = USP2a (human) protease inhibition; O75604; USP2 core, Ub-CHOP2 coupled fluorogenic reporter, 485/531; Potency, µM (doses to about 38.3 µM), for inactives: top-dose activity change, negative = inhibition, most hits filed as inhibitors; 330,000 compounds, 0.01% hits; AID 463254;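 further: potency means the concentration at half of the fitted maximal effect; plate controls were DMSO wells for no effect and full inhibition by NEM control for full effect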
#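 Cell-free coupled assay: 10nM USP2 core preincubated 30min RT with compound in Tris-HCl pH 8.0/CaCl2/CHAPS buffer, then 25nM Ub-CHOP2 and 25nM reporter substrate; fluorescence (Ex 485/Em 531) read after 60min RT, normalized to NEM inhibition, concentration-response curves fitted.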
# Giardia kill = Giardia lamblia killing | activity change, % at 7.66 µM, hits read low | 340,000 compounds, 0.15% hits | Giardia lamblia trophozoite viability; in the data active means activity change below about -80%; inconclusive means between about -30% and that limit;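 further: parasites exposed to compound for two days anaerobically before the ATP read; on the % scale 0 is the no-effect control and ±100 the full control effect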
#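 Trophozoites 100 cells/well + cpd; 48 hrs, 37 deg C, anaerobic. ATPLite 1-Step added, 15-30 min RT, luminescence read (ATP-based viability).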
# GALK inh = galactokinase (human) inhibition; P51570; Purified GALK, Kinase-Glo residual ATP luminescence; Potency, µM (doses to about 57.5 µM), inactives show top-dose activity change, negative = inhibition, actives largely listed as inhibitors; 270,000 compounds, 0.007% hits; further: potency means the concentration at half of the fitted maximal effect; on the % scale 0 is the no-effect control and ±100 the full control effect
# Target sequence (P51570 whole entry, looked up): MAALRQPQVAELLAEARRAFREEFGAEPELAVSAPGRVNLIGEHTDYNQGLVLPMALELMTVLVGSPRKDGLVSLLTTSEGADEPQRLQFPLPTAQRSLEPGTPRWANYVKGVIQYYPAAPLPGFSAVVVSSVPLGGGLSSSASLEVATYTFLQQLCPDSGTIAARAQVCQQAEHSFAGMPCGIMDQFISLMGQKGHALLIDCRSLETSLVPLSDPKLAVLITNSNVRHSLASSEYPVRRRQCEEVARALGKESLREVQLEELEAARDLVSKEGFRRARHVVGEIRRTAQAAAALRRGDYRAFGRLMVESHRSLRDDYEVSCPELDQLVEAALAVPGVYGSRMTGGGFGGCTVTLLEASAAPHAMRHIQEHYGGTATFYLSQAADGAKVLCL
#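 Quantitative HTS: GALK 5 nM, ATP 35 uM, galactose 100 uM, 1 h room temperature, then luciferase-based ATP detection.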
# CXXC DNA block = MLL CXXC-DNA interaction inhibition | AID 2662 | Potency, µM (highest dose often 115 µM), for the others: top-dose activity change, negative = inhibition, usual class: inhibitors | MLL-CXXC / FITC-HOXA9 DNA fluorescence polarization | Q03164 | 290,000 compounds, 0.037% hits; active means well fitted inhibition curve with a large enough effect in the polarisation, with a control signal flat, not every such curve was filed as active; inconclusive means small, poorly fitted or top-dose-only effect, or effect the other way, or a change in a side signal; inactive means no such curve, though single readings can be large or run the other way; the % refers to the polarisation; further: potency means the concentration at half of the fitted maximal effect
#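 Purified MLL-CXXC (added from a 7 uM solution) was preincubated 5 min at ambient with pinned compounds in 50 mM Tris-HCl pH 7.5, 50 mM NaCl, 1 mM DTT, 0.05% BSA. Fluorescein-labeled HOX-A9 DNA (50 nM solution) followed, 30 min, then polarization read.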
# B2AR arrestin = agonists driving beta-arrestin recruitment to human beta2-adrenergic receptor | 330,000 compounds, 0.02% hits | AID 492947 | beta-arrestin recruitment to beta2AR, cell-based reporter | P07550 | Potency, µM (titrated, usually from 46.1 µM), for the others: top-dose activation, actives largely listed as activators;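 further: potency means the concentration at half of the fitted maximal effect; 0% = DMSO controls and full agonism = EC100 isoproterenol or metaproterenol; nearly all actives have a fitted effect of over 65% in size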
# Menin MLL FP TR = inhibitors of human menin-MLL interaction, mutant MLL peptide. AID 1768. Menin + Texas Red MLL mutant peptide, fluorescence polarization. 270,000 compounds, 0.23% hits. Potency, µM (doses to about 61.6 µM), for the others: top-dose FP activity change, negative = inhibition, most hits filed as inhibitors; active means well fitted inhibition curve with a large enough effect in the polarisation, with a control signal flat, not every such curve was filed as active; inconclusive means small, poorly fitted or top-dose-only effect, or effect the other way, or a change in a side signal; inactive means no such curve, though single readings can be large or run the other way; the % refers to the polarisation; further: potency means the concentration at half of the fitted maximal effect; % of control where 0% means no effect; many of its hits are not listed in these tables
# TRPV1 agonist = agonists of human vanilloid receptor 1 (TRPV1); TRPV1-expressing cells, Fluo-8 calcium influx, agonist mode; activation, % at 8.33 µM; 320,000 compounds, 0.19% hits; in the data active means activation above about 80%; inconclusive means between about 30% and that limit; further: 0% is about no effect
#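 Fluo-8 calcium influx in TRPV1-expressing cells, kinetic read (ex 480/em 520 nm). Compound added and read 3 min for agonist activity, followed by capsaicin at EC20 final and 2 min further read for enhancement.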
# Coupling enz = inhibits coupling enzyme system, counter-screen for aldolase hits. coupling enzyme system counterscreen, AmpLite Red fluorescence. activity change, negative = inhibition, % at 58.2 µM, hits read low. 290,000 compounds, 0.67% hits. AID 2472; in the data active means activity change below about -30%; further: on the % scale 0 is the no-effect control and ±100 the full control effect
#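 Activity here indicates interference with the coupling reaction, not aldolase inhibition. Compounds at 57.5 uM final met coupling enzymes for 10 min at RT; substrate and AmpLite Red detection followed, with a 525/598 nm fluorescence read after 20 min.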
# KCNH2 WT inh = KCNH2 (human, wildtype) channel inhibition | U2OS, BacMam KCNH2, thallium flux FluxOr; active compounds read low | 340,000 compounds, 0.37% hits | activity change, % at 1.84 µM | AID 720551;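 active means maximum activity change below -70%; inconclusive means maximum activity change between -70% and -50%; inactive means maximum activity change above -50%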; further: on the % scale 0 is the no-effect control and ±100 the full control effect
#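 U2OS cells transduced with wild-type KCNH2 virus are loaded with FluxOr dye for 45 min, and thallium flux is measured in kinetic reads before and after stimulation buffer. Rate constants are normalized to DMSO controls.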
# KCNH2 3.1 inh = inhibitors of human KCNH2 3.1 potassium channel isoform; 340,000 compounds, 0.95% hits; AID 720553; U2OS KCNH2 3.1, thallium flux FluxOr; active compounds read low; activity change, % (tested at about 1.8 µM);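 active means maximum activity change below -70%; inconclusive means maximum activity change from -70% to -50%; inactive means maximum activity change above -50%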;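 further: thallium influx rate constant from kinetic fluorescence after stimulation buffer; on the % scale 0 is the no-effect control and ±100 the full control effect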
#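 Normalized rate constant (relative to positive and negative DMSO controls) derived from a 2 min kinetic fluorescence read after stimulation; U2OS cells expressing the 3.1 isoform via virus at 1.77 x 10^8 /mL.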
# PKM2 act = activators of human pyruvate kinase M2; 260,000 compounds, 0.34% hits; purified PKM2, Kinase-Glo ATP luminescence, activation; response scale: 0% is enzyme alone, no compound; P14618; AID 1631; Potency, µM (top dose mostly 57.5 µM), for the others: top-dose activation, usual class: activators; further: potency means the concentration at half of the fitted maximal effect; on the % scale 0 is the no-effect control and ±100 the full control effect; nearly all actives have a fitted effect of over 55% in size
# Target sequence (P14618 whole entry, looked up): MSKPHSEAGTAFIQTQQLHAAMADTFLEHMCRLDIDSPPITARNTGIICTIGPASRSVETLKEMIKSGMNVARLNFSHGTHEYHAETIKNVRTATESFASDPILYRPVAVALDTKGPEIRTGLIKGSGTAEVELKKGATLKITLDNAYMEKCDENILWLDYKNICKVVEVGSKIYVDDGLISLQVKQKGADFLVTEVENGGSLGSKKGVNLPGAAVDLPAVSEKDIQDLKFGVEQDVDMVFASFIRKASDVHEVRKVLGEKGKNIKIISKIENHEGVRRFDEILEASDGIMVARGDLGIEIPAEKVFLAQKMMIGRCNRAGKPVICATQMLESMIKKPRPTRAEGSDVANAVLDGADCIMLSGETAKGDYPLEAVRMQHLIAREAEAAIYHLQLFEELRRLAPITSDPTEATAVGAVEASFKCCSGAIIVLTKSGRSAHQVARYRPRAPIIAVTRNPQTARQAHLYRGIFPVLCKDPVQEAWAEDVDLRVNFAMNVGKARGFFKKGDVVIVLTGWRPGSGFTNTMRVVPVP
#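 Kinase-Glo luminescence reports ATP generated from ADP (0.1 mM) and PEP (0.5 mM) by purified hPK-M2 after 1 h at room temperature, pH 7.2 imidazole buffer; intermediate enzyme activity allows detecting inhibitors and activators.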
# Numbers without * were called inactive; ? = inconclusive; . = no result given; & = joins results of further samples; [ ] = another dose, or the depositor's remark. Unless noted, the call rests on the fitted dose curve; in most records, active means well fitted curve in the direction sought with a large enough effect; inconclusive means small, poorly fitted or top-dose-only effect, or another doubt; inactive means no such curve, though single readings can be large; an effect the other way counts as inactive or inconclusive. Not all compounds are listed; the hit share may differ from the screen's.
SMILES,USP2a block,Giardia kill,GALK inh,CXXC DNA block,B2AR arrestin,Menin MLL FP TR,TRPV1 agonist,Coupling enz,KCNH2 WT inh,KCNH2 3.1 inh,PKM2 act
CCCn1nnnc1SCC(=O)N1C(C)CCCC1C (stereo not given),-3%,-9,0%,0%,0.0%,.,5,1,13,7,.
CC(C)c1cc(=O)n2[nH]c(SCc3ccccc3)nc2n1,3%,-11,.,5%,0.1%,-2%,-1,1,1,12,.
CCOc1ccc2ccccc2c1C(=O)N[C@@H]1C(=O)N2[C@@H]1SC(C)(C)[C@@H]2C(=O)O,0%&8%,4&9,4%,-4%,0.0%&4.2%,-5%,-1&-2,2&1,-17&4,2&-2,2%
COc1ccc(N2C(=O)C3C(C2=O)C(C(=O)c2ccccc2)N2CCCC32)cc1 (stereo not given),9%,-5,-5%,2%,?,-5%,3,-20,0,4,7%
COc1ccc(CNC(=O)CCS(=O)(=O)c2ccc3c(c2)NC(=O)CS3)cc1,1%,-5,-1%,2%,-0.6%,6%,-2,-1,-5,9,2%
COc1ccc(C(=O)NC2CCCc3ccccc32)cc1[N+](=O)[O-] (stereo not given),1%,2,0%,-1%,-0.3%,-6%,7,0,8,-2,-2%
CN(C)S(=O)(=O)c1cccc(NC(=O)Cc2ccc(Cl)cc2)c1,-1%,0,0%,6%,0.1%,11%,3,0,-1,6,-2%
Clc1cc2nc3ccccn3c2cc1Cl,-2%,27,-1%,3%,-0.8%,?,28,3,4,3,0%
CCC(C)NC(=O)c1cnn2c1NC(c1cccs1)CC2C(F)(F)F (stereo not given),-2%,4,0%,11%,0.1%,.,-3,2,-6,5,3%
O=C1c2ccc(-c3ccc(Cl)c(C(F)(F)F)c3)cc2S(=O)(=O)c2cccc(C(=O)N3CCN(c4ncc(Br)cn4)CC3)c21,3%,-28,.,.,0.2%,.,.,.,-15,4,.
O=C(NCc1ccco1)c1ccc(CN2CCOCC2)cc1,6%,-14,-1%,-4%,-0.2%,10%,11,3,-6,2,0%
O=c1ccc(Br)c[nH]1,2%,4,3%,-5%,0.0%,15%,5,-1,-9,-7,-12%
Cc1ccccc1Nc1nnc(SCC2CCCCO2)s1 (stereo not given),2%,-7,1%,8%,0.2%,-7%,?,1,-7,.,-20%
O=C(Nc1ccc(Nc2ccccc2)cc1)Nc1ccccc1Cl,-2%,-9,-1%,4%,-0.1%,?,?,0,0,6,0%
Cc1cc(-c2nnc(CCC(=O)NCc3cc(F)cc(C(F)(F)F)c3)o2)no1,1%,30,-6%,5%,-0.7%,.,-7,.,-10,-11,-4%

# Two successive records out of the list so far, quoted:
SMILES,USP2a block,Giardia kill,GALK inh,CXXC DNA block,B2AR arrestin,Menin MLL FP TR,TRPV1 agonist,Coupling enz,KCNH2 WT inh,KCNH2 3.1 inh,PKM2 act
CCCn1nnnc1SCC(=O)N1C(C)CCCC1C (stereo not given),-3%,-9,0%,0%,0.0%,.,5,1,13,7,.
CC(C)c1cc(=O)n2[nH]c(SCc3ccccc3)nc2n1,3%,-11,.,5%,0.1%,-2%,-1,1,1,12,.

# Following part
SMILES,USP2a block,Giardia kill,GALK inh,CXXC DNA block,B2AR arrestin,Menin MLL FP TR,TRPV1 agonist,Coupling enz,KCNH2 WT inh,KCNH2 3.1 inh,PKM2 act
COC(=O)c1ccc(COC(=O)CCS(=O)(=O)c2ccc(C)cc2)cc1,-1%,28,1%,?,0.0%,-17%,9,4,-8,0,-15%
COc1ccc(/C=C2\SC(=O)N(CCNC(=O)C3CCN(S(=O)(=O)c4cccs4)CC3)C2=O)cc1,9%,-7,2%,-1%,-0.1%,14%,-3,0,1,-4,0%
O=C(COC(=O)/C=C/C(=O)N1CCN(c2ccccc2)CC1)NC(c1ccccc1)c1ccccc1,-5%,-18,-1%,-2%,0.0%,-14%,3,-1,4,-21,-6%
O=C1COc2ccc(C(=O)COC(=O)/C=C/c3ccco3)cc2N1,1%,-17,.,.,0.2%,.,8,.,7,20,.
COc1ccccc1C(=O)c1nc2ccccc2n1C,2%,0,-1%,-5%,0.4%,-12%,0,-2,21,1,.
CCOC(=O)c1csc(-c2ccc3c(c2)CCO3)n1,-1%,1,-1%,3%,-0.2%,.,7,-1,-1,-3,3%
CC(C)CC(=O)Nc1nnc(CSCc2ccc(F)cc2)s1,1%,-6,1%,-1%,-0.7%,.,0,0,-2,-10,3%
O=C(CN1C(=O)NC2(CCCc3ccccc32)C1=O)NCC(F)(F)F (stereo not given),-1%,-11,.,7%,-0.4%,13%,-1,0,-4,12,.
COCC(C)n1c(C)cc(C(=O)COC(=O)c2n[nH]c3ccccc23)c1C (stereo not given),4%,?,-1%,2%,0.3%,.,1,0,4,-4,9%
CC(C)(C)[C@H]1C=C(C(=O)N2CCN(Cc3ccc4c(c3)OCO4)CC2)O[C@@H](OCc2ccc(CO)cc2)C1,0%,9,2%,-24%,-0.2%,?,17,-1,-4,1,0%
COc1ccc(NC(=O)C2C3C=CC4(O3)C2C(=O)N(CCN2CCCCC2)C4C(=O)NC2CCCC(C)C2C)cc1 (stereo not given),-3%,-15,-1%,0%,-0.1%,-11%,3,1,-6,11,-3%
O=C(c1cnn2c(C(F)F)cc(-c3ccccc3)nc12)N1CCSCC1,4%,-18,-1%,-9%,0.0%,1%,6,-4,0,4,0%
c1ccc(CSc2nnc(-c3c[nH]c4ccccc34)o2)cc1,-4%,2,0%,4%,0.1%,?,-3,-2,-2,-4,-6%
COc1cc(OC)cc(C(=O)OCC(=O)Nc2sccc2C(N)=O)c1,1%,-11,-1%,1%,0.3%,?,17,-1,-3,7,11%
COc1ccccc1OCC(=O)NNc1c2ccccc2nc2ccccc12,-5%,-25,0%,10%,0.0%,.,-1,1,-5,14,8%
Cc1ccc(-n2c(C)cc(/C=C(\C#N)C(=O)NCC3CCCO3)c2C)cc1 (stereo not given),3%,-1,-2%,-1%,-0.5%,-2%,?,2,-30,-18,-2%
O=C(COc1ccc(Cl)cc1)Nc1nnc(-c2ccco2)o1,1%,-10,14%,-4%,-0.1%,6%,-2,2,2,-12,2%
C=CCc1ccccc1OCC(O)CNC1CCCC1 (stereo not given),4%,-14,-9%,51%[activator],-0.6%,.,5,.,15,-5,.
CC(=O)OCC1OC(OC(C)=O)C(NC(=O)Cc2ccccc2)C(OC(C)=O)C1OC(C)=O (stereo not given),-1%,-11,6%,-1%,-0.8%,-10%,-1,1,1,-9,-11%
Nc1ccc(SC(F)(F)F)cc1,4%,-17,0%,27%,0.1%,-17%,3,1,4,18,5%
Cc1ccc(C(=O)N/N=C/c2ccc([N+](=O)[O-])s2)cc1,-1%,-93*,1%,12%,-0.5%,21%,?,.,6,-14,-1%
O=C(CN1C(=O)C2C3c4ccccc4C(c4ccccc43)C2C1=O)Nc1cccc(C(=O)O)c1 (stereo not given),4%,13,.,0%,-0.7%,0%,1,6,-1,10,-4%
COc1ccc(/C(CC2OC(=O)c3ccccc32)=N\NC(N)=O)cc1 (stereo not given),-1%,11,-2%,1%,0.0%,-2%,2,0,10,15,-2%
O=C(Cn1nnc(-c2ccccc2Cl)n1)N1CCCCC1,-1%,36[activator],4%,-4%,-0.4%,-13%,9,1,5,-5,0%
C=CCOC(=O)C1=C(C)OC(N)=C(C#N)C1c1ccccc1F (stereo not given),3%,-10,1%,-19%,-0.5%,1%,3,1,-1,-6,2%
COc1ccc(OC)c(NS(=O)(=O)c2ccc(NC(=O)c3ccc(NS(C)(=O)=O)cc3)cc2)c1,-2%,7,-2%,0%,-0.3%,?,-1,-1,4,15,3%
CNC(=S)Nc1ccccc1-c1ccccc1,3%,-28,1%,-6%,-0.2%,-3%,1,-1,3,2,2%
O=C1C2C3CC(C(Br)C3Br)C2C(=O)N1CC1CCCO1 (stereo not given),1%,8,-2%,-5%,-0.8%,.,5,0,3,1,0%
CNC(=O)c1cc2c(=O)n3cc(C)ccc3nc2n(C(C)C)c1=N,2%,-21,6%,-1%,0.4%,-6%,2,0,41,-45,?
NC(=O)c1ccc(C(=O)N/N=C/c2cccc(Oc3ccccc3)c2)cc1,-2%,3,-4%,10%,-0.3%,?,4,-1,6,-23,1%
CCOC(=O)c1ccn(-c2nc(-c3ccco3)cc(C(F)(F)F)n2)n1,2%,1,3%,7%,-0.1%,7%,18,0,-3,5,-1%
Cc1ccc(N2CN(CCC3=CCCCC3)CNC2=S)cc1,0%,3,-1%,?,0.0%,.,-3,4,-6,-8,-5%
O=C1N(CN2CCN(Cc3ccccc3)CC2)c2ccccc2C12OCCCO2,7%,20,5%,3%,0.2%,-25%,3,5,27,1,-2%
CCOC(=O)CC(=O)CSc1nc(C)nc2c1oc1ccccc12,-1%,-3,-4%,0%,0.0%,14%,2,0,-18,-6,0%
